PKA-R2B activ: activators of human PKA-R2B complex; P22694+P31323; PKA-R2B holoenzyme dissociation, Cy5-IP20 fluorescence polarization; R2B truncated from residue 108, S112A mutant; 0% DMSO only, 100% 113 µM cGMP; activation, % at 11.4 µM; 340,000 tested, 0.079% active;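 active = activation above a cutoff set at the mean over all compounds plus 3 SD, cut at about 18% in these data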;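 note: higher means more holoenzyme dissociation and a rise in polarization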
AddAB inh: less growth of phage-infected E. coli with AddAB. E. coli expressing H. pylori AddAB, absorbance growth. 330,000 tested, 0.29% active. AID 435030. inhibition, % at 11.9 µM; in the data active = inhibition above about 12%;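 note: 0% = vehicle wells of infected cells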
OPRM1-OPRD1 ag: OPRM1-OPRD1 heterodimerization agonism; cells, luminescence; activation, % at 9.3 µM; 340,000 tested, 0.3% active; in the data active = activation above about 18%;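 note: 0% = vehicle-treated cells and 100% = reference agonist; values of inactives mirror those of a sister screen read the other way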
Target sequence (P35372 whole entry, looked up): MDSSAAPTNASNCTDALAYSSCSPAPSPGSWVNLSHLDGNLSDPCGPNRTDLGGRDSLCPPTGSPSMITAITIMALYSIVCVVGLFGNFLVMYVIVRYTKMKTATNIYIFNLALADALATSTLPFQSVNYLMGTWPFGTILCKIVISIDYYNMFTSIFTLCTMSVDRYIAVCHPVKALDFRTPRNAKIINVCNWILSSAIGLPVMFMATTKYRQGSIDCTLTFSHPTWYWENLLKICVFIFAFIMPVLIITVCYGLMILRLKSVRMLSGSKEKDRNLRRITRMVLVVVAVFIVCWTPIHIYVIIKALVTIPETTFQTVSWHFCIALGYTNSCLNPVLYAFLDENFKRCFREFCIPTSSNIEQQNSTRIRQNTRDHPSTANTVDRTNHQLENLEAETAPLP
Target sequence (P41143 whole entry, looked up): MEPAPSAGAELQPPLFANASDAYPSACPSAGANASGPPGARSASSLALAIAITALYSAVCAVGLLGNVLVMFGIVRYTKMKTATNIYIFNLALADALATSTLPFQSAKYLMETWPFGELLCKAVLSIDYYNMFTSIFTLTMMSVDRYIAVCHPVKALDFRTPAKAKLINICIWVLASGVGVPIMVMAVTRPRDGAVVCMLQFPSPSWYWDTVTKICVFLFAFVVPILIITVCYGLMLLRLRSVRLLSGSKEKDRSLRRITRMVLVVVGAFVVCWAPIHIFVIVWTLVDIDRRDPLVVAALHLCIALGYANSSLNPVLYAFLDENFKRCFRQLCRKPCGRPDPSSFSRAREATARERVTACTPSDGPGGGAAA
SUMO Mot1 rescue: inhibitors of SUMOylation pathway: yeast Mot1-301 growth rescue. S. cerevisiae Mot1-301 growth rescue, ATP luminescence, 38.5C; percent above DMSO median, 100 means doubled. growth rescue, % at 18.8 µM. 320,000 tested, 1% active;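 active = every valid replicate shows activation above 250% relative to neutral control wells; inactive = the rest, any valid replicate at or below 250%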;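 note: OY570 slx delta 5 strain wells were the positive control but not used for scaling; some compounds called inactive have numbers as strong as hits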
Tat export inh: blocks Tat-dependent protein export in E. coli; E. coli MC4100 TorA-mCherry Tat export, fluorescence; inhibition, % at 10 µM; 340,000 tested, 0.036% active;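 active = mean replicate inhibition at least 50% and at least half of replicates individually reaching 50%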;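 note: exported cargo escapes ClpAP degradation while cytoplasmic cargo is degraded and loses fluorescence; 0% = median of neutral control wells and 100% = median of NaSCN control wells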
Ecoli viability: bacterial growth inhibition, counter-screen for AddAB inhibitors; E. coli V3065 growth, OD600 absorbance, 18 h; inhibition, % at 11.9 µM; 330,000 tested, 0.27% active; AID 449728;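 active = inhibition above the campaign's mean inhibition across all tested compounds plus 3 SD, cut at about 9.9% in these data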;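 note: uninfected addAB+ strain grown without phage in ampicillin broth; 0% = DMSO wells and 100% = ciprofloxacin 0.95 µg/ml wells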
PKA-R1A act: activates the PKA-R1A holoenzyme complex; P00514+P68181; PKA-R1A dissociation, Cy5-IP20 fluorescence polarization; scaled: DMSO 0%, 113 µM cGMP 100%; activation, % at 11.4 µM; 340,000 tested, 0.083% active; AID 504707;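 active = percent activation above the mean of all tested compounds plus 3 SD, cut at about 19% in these data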;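 note: higher means more PKAc released from R1A so a rise in polarization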
PfHsp90 yeast 2: growth inhibition of yeast expressing Plasmodium Hsp90. inhibition, % at 9.4 µM. S. cerevisiae expressing PfHsp90, BacTiter-Glo ATP, 48 h; yeast lacking PDR1 and PDR3 efflux regulators. 310,000 tested, 0.32% active;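 active = every replicate shows inhibition above about 80%, whatever the replicate mean, limit read from the data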;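 note: 0% = DMSO neutral controls and 100% = 20 µM radicicol positive controls; yeast relying on Plasmodium falciparum Hsp90 in place of its own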
MOR-DOR inv ag: inverse agonist of human OPRM1-OPRD1 heterodimerization; cell-based MOR-DOR heterodimer luminescence, inverse agonism; P35372+P41143; inhibition, % at 9.3 µM; 340,000 tested, 0.21% active; in the data active = inhibition above about 22%, passing the limit was not always enough;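 note: 0% = cells with DMSO and 100% = wells without cells with DMSO; values of inactives mirror those of a sister screen read the other way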
phage Ecoli inh: E. coli growth loss with phage present; growth absorbance; inhibition, % at 11.9 µM; 360,000 tested, 0.26% active; AID 651602; in the data active = inhibition above about 11%
HTR5A inv ag: counter-screen for OPRM1-OPRD1 inverse agonists: human HTR5A inverse agonism. HTR5A cell line, luminescence. inhibition, % at 9.3 µM. 340,000 tested, 0.083% active. AID 504634; in the data active = inhibition mostly above about 23%, no sharp cut-off; inactive = mostly below about 18%;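 note: 0% = cells with DMSO and 100% = no-cell wells with DMSO; some compounds called inactive have numbers as strong as hits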
* = called active by the depositor; nt = not tested or not shown. An unsorted share of the library; any-hit rate near 2.2%.

molecule	PKA-R2B activ	AddAB inh	OPRM1-OPRD1 ag	SUMO Mot1 rescue	Tat export inh	Ecoli viability	PKA-R1A act	PfHsp90 yeast 2	MOR-DOR inv ag	phage Ecoli inh	HTR5A inv ag
COc1ccc(CCNC(=O)c2cccnc2SC)cc1	-9	-0.9	-1.1	323	1	0.3	-10	32	5	6.5	13
c1ccc(-c2nc3ccccc3nc2-c2ccccn2)nc1	7	1.4	1.7	-7	0	2.2	10	-11	-9	0.9	-15
Nc1ccccc1S(=O)(=O)c1ccccc1N	-11	-0.7	-0.6	5	-2	-2.7	2	-16	3	2.0	1
Cc1cc(C(=O)OCC(=O)c2c(N)n(C)c(=O)n(C)c2=O)c(C)n1-c1ccccc1	4	4.0	-2.4	-15	6	-0.2	10	-31	11	3.8	3
COc1cccc(OC)c1C(=O)OCC(=O)NC(=O)NCc1ccccc1	-7	0.7	0.0	321	11	0.8	-10	7	0	3.7	-1
Nc1c(C(=O)NCc2ccco2)nnn1CC(=O)Nc1ccc2c(c1)OCO2	7	-0.6	-0.9	21	-1	-2.1	2	8	5	0.5	-4
O=C(NC1CCCC1)C(c1ccccn1)N(C(=O)c1csnn1)C1CCCC1 (stereo unspecified)	0	3.8	-1.0	-6	6	0.9	-5	nt	6	4.4	10
COc1ccccc1NC(=O)CSc1nc2ccccc2c(=O)n1CC1CCCO1 (stereo unspecified)	2	2.9	0.4	-9	-8	-2.7	0	2	-3	1.2	6
O=C(NC1CCCC1)c1cc(S(=O)(=O)N2CCOCC2)c(Cl)cc1Cl	-9	2.2	-2.4	-11	27	0.4	-7	-25	12	2.8	3
CCN1CCCC1CNC(=O)c1ccc2c(=O)n(CCOC)c(=O)[nH]c2c1 (stereo unspecified)	7	0.7	-1.7	-26	6	-2.2	-7	5	11	2.6	-33
COc1cc(CN2CCN(C(=O)CC(C)C)CC2)c([N+](=O)[O-])cc1OC	2	4.7	2.2	-14	1	0.3	-2	-32	-11	1.2	-20
Cc1ccc(S(=O)(=O)N(C)c2c(C)ccc(S(=O)(=O)NC(C)(C)C)c2C)cc1	nt	0.1	nt	596	6	0.6	nt	18	nt	2.2	nt
O=C(COC(=O)[C@@H]1CC(O)CN1S(=O)(=O)c1ccc2c(c1)OCCO2)NCc1ccc(F)cc1 (stereo partly specified)	-1	0.0	-2.1	-14	1	2.6	-6	6	11	1.9	2
O=C(NCCN1CCN(c2ccccc2)CC1)C1CCCN(S(=O)(=O)c2cnc[nH]2)C1 (stereo unspecified)	4	4.2	-1.1	10	-12	-0.8	12	7	6	nt	9
FC(F)(F)c1cc(-c2cccs2)nc(NCc2ccco2)n1	-24	4.0	3.1	0	1	0.5	-4	-10	-16	0.0	-3
CCOc1ccc(Cn2c(SCCCCC#N)nc3c2c(=O)n(C)c(=O)n3C)cc1OCC	2	0.3	0.1	395*	-4	-0.1	1	9	-1	2.3	8
COC(=O)c1ccc(CN2CCN(CCc3ccccc3)C(CCO)C2)cc1 (stereo unspecified)	0	1.9	1.0	23	-3	2.3	3	-1	-5	-2.1	-31
CCOC(=O)c1nnn(-c2nonc2N)c1-c1ccccc1Cl	-3	2.2	-0.7	-3	-4	1.9	1	4	4	2.5	5
CSc1nc(N(CCO)CCO)c2sc3nc(-c4ccco4)c4c(c3c2n1)CCC4	17	nt	-3.6	nt	8	nt	-5	-6	15	2.6	3
COC(=O)COc1ccc(S(=O)(=O)N2CCN(c3ccccc3F)CC2)cc1	-4	-0.7	-1.2	-8	6	1.4	0	-44	7	1.6	-11
Cc1cccc(C(=O)N2CCC(c3nc(-c4ccc(S(=O)(=O)N5CCOCC5)cc4)no3)CC2)c1	2	0.4	-2.1	2	6	-3.9	6	-12	12	-0.5	1
CC(C)n1c(Nc2ccccc2)nc2ccccc21	-8	-5.1	-2.8	-9	-2	-2.1	2	11	16	-0.6	-7
Cc1ccc(-n2c(C)cc(C(=O)OCC(=O)N(CC(C)C)C3CCS(=O)(=O)C3)c2C)cc1 (stereo unspecified)	-4	0.9	-1.5	50	-1	0.8	0	-83	9	2.2	-2
CCOc1ccc(-n2nnc3c(=O)n(C/C=C/c4ccccc4)cnc32)cc1	1	-0.2	-1.6	5	4	-1.3	-8	-17	9	2.1	5
COc1ccc(CSc2nc(CSC)cc(N3CCOCC3)n2)cc1	-8	0.8	1.7	43	3	-0.9	15	-8	-10	0.3	-2
Cc1ccccc1NC(=O)CSc1nc2c(c(-c3ccco3)c1C#N)CCCC2	-3	0.9	-0.6	401	8	1.0	-11	-8	3	nt	0
COc1ccc(C(CC(=O)O)NC(=O)COc2ccccc2OC)cc1OC (stereo unspecified)	-8	2.2	0.8	16	-8	-2.2	-2	2	-3	3.9	3
COc1ccc2[nH]c(=O)c(CN(Cc3ccccc3OC)Cc3nnnn3CC3CCCO3)cc2c1 (stereo unspecified)	2	1.6	-1.5	-6	7	-0.4	-11	-10	9	-1.0	-16
O=C(CSc1nnc(CNC(=O)c2ccc(F)cc2)o1)Nc1ccc2c(c1)OCO2	3	0.8	-4.4	-20	-6	-0.2	-10	-1	22	5.5	-1
N#CCCN(C(=O)COC(=O)C1CCN(c2ccc(C(F)(F)F)cn2)CC1)c1ccc(F)cc1	-2	0.5	1.5	-5	8	1.6	-7	nt	-10	2.2	5

Compound profiles (already shown).
`COc1ccc(CSc2nc(CSC)cc(N3CCOCC3)n2)cc1` as listed: PKA-R2B activ: -8; AddAB inh: 0.8; OPRM1-OPRD1 ag: 1.7; SUMO Mot1 rescue: 43; Tat export inh: 3; Ecoli viability: -0.9; PKA-R1A act: 15; PfHsp90 yeast 2: -8; MOR-DOR inv ag: -10; phage Ecoli inh: 0.3; HTR5A inv ag: -2
`O=C(NC1CCCC1)c1cc(S(=O)(=O)N2CCOCC2)c(Cl)cc1Cl` as listed: PKA-R2B activ: -9; AddAB inh: 2.2; OPRM1-OPRD1 ag: -2.4; SUMO Mot1 rescue: -11; Tat export inh: 27; Ecoli viability: 0.4; PKA-R1A act: -7; PfHsp90 yeast 2: -25; MOR-DOR inv ag: 12; phage Ecoli inh: 2.8; HTR5A inv ag: 3
`CSc1nc(N(CCO)CCO)c2sc3nc(-c4ccco4)c4c(c3c2n1)CCC4` as listed: PKA-R2B activ: 17; AddAB inh: nt; OPRM1-OPRD1 ag: -3.6; SUMO Mot1 rescue: nt; Tat export inh: 8; Ecoli viability: nt; PKA-R1A act: -5; PfHsp90 yeast 2: -6; MOR-DOR inv ag: 15; phage Ecoli inh: 2.6; HTR5A inv ag: 3

The list continues:
Results follow in this order: PKA-R2B activ | AddAB inh | OPRM1-OPRD1 ag | SUMO Mot1 rescue | Tat export inh | Ecoli viability | PKA-R1A act | PfHsp90 yeast 2 | MOR-DOR inv ag | phage Ecoli inh | HTR5A inv ag
Cc1ccc(OCC(=O)NN2C(=O)c3ccccc3C2=O)cc1
 : -2 | 1.2 | -3.3 | 19 | 6 | -0.6 | -11 | -4 | 17 | 1.6 | -22
CCOCCCn1c(SCC(=O)Nc2cccc(OC)c2)nc2ccccc2c1=O
 : -5 | nt | 0.8 | -7 | 5 | nt | 5 | -37 | -4 | -1.7 | -5
CN1CC2([N+](=O)[O-])CC=C(Oc3ccccc3)C([N+](=O)[O-])(C1)C2 (stereo unspecified)
 : -9 | 0.3 | -0.8 | 5 | -4 | 2.9 | -6 | 2 | 5 | 2.2 | -2
Cc1cc(Cl)ccc1NC(=O)C(=O)N/N=C/c1ccc2c(c1)OCO2
 : 12 | 4.2 | -2.0 | -7 | 1 | -2.7 | 5 | -6 | 11 | 0.5 | -18
CCOC(=O)c1cnc(-n2nc(C)cc2C)nc1-n1nc(C)cc1C
 : 5 | 0.8 | 1.4 | -4 | -3 | 0.6 | -4 | 9 | -7 | 2.0 | 0
Cc1ccc2c(c1)NC(=O)[C@@]1(C)[C@@H](c3ccccc3)[C@H]3COc4ccc(Cl)cc4[C@@H]3N1C2=O
 : 6 | 2.2 | 0.5 | 214 | 7 | 2.2 | 10 | 1 | -3 | 1.3 | -33
CCOc1cccc(C2/C(=C(/O)c3ccc4c(c3)CC(C)O4)C(=O)C(=O)N2CCCn2ccnc2)c1 (stereo unspecified)
 : -4 | 1.6 | -1.4 | 135 | -2 | 1.8 | -11 | 13 | 7 | 0.9 | 7
O=C(c1ccc(-c2cccc(Cl)c2Cl)o1)N1CCOCC1
 : 2 | -2.0 | -1.5 | -11 | 0 | -0.4 | -4 | -8 | 7 | 0.1 | 14
O=S1(=O)C=C(Oc2ccc3ccccc3c2)c2ccccc21
 : 9 | -2.2 | 2.5 | -42 | 9 | -0.6 | -1 | 23 | -14 | nt | -6
C[C@H](NC(=O)[C@@H]1Cc2ccccc2CN1)C(=O)NCC1CCCO1 (stereo partly specified)
 : -2 | 4.0 | -0.7 | 37 | -6 | 0.9 | -9 | 6 | 3 | 1.9 | -19
CC(C)n1ncc2c(C(=O)NCc3cccnc3)cc(C3CC3)nc21
 : 6 | nt | -0.9 | nt | -1 | nt | -18 | 0 | 5 | 3.2 | 3
CCc1cc2c(SCc3ccc(C(=O)OC)o3)ncnc2s1
 : 7 | 3.7 | -0.4 | -9 | 6 | -2.5 | -12 | 7 | 3 | 2.7 | 15
COCCn1c(SCC(=O)c2ccc(CNC(C)=O)o2)nc2ccccc2c1=O
 : -4 | 2.8 | -1.2 | -3 | 3 | 0.9 | 14 | -8 | 7 | 1.6 | -7
O=c1cc(NS(=O)(=O)c2ccccc2)nc(SCc2c(Cl)cccc2Cl)[nH]1
 : -8 | 2.3 | -1.4 | 29 | -9 | 0.3 | 7 | -13 | 7 | 0.2 | 17
Cc1ccnc2nc(NC(=O)c3ccco3)nn12
 : 2 | 2.1 | -0.3 | nt | -12 | 0.5 | 0 | 12 | 2 | -0.4 | 9
COc1ccc2ccccc2c1/C=N/NC(=O)c1ccc(C)nc1
 : -2 | -1.1 | -2.5 | -15 | 1 | 1.8 | -9 | -19 | 12 | 1.4 | -16
CC(=O)Nc1ccc(SCc2ncc(-c3ccccc3)o2)cc1
 : 4 | 1.6 | 0.3 | -8 | -2 | 3.3 | 4 | -34 | -3 | 3.6 | -6
CN(C)c1ccc(/C=N/NC(=O)C(O)c2ccc(Br)cc2)cc1 (stereo unspecified)
 : -2 | 2.5 | -1.1 | -28 | 7 | 2.7 | -5 | -4 | 5 | 3.4 | 5
O=C1C=C(c2ccccc2)OC(=O)C1C(=O)c1ccccc1 (stereo unspecified)
 : 13 | 3.0 | 2.0 | 14 | -5 | 0.6 | 0 | -2 | -12 | 0.8 | 11
COc1ccc(-c2nc(CS(=O)CC(=O)NC3CCCC3)c(C)o2)cc1OC (stereo unspecified)
 : -1 | 0.7 | -1.4 | 1 | -8 | 0.2 | -6 | 9 | 7 | 0.2 | -8
CCOc1cccc(-c2c(C(=O)N/N=C/c3sccc3C)nnn2-c2nonc2N)c1
 : -15 | 1.8 | -3.1 | 20 | 2 | -1.9 | -4 | 5 | 15 | -0.2 | 5

High-throughput results deposited in PubChem by several laboratories.
